EphA4 KYL inhibition: inhibitors of EphA4 binding to KYL peptide, primary screen, biochemical, colorimetric, mouse EphA4 (AID 689); Ephrin type-A receptor 4 (Mus musculus); EphA4-AP binding to KYL peptide, pNPP A405; higher % means a stronger effect; inhibition, % at 10 µM, or IC50 in µM where a hit was titrated; 0.1% of 62,000 active; in the data active means a potency from the dose series; inactive means the rest, 99 in 100 with inhibition below about 22%
* marks the source's active call; other numbers are inactive results; & = joins results of further samples.

smiles | EphA4 KYL inhibition
C=CCN1CCN(C(c2ccc(OC)c(OC)c2)c2nnnn2C(C)(C)C)CC1 (centres undefined) | 6.1%
Cc1cnc(C(=O)Nc2nccs2)cn1 | 6.1%
CCc1ccc(C(=O)CSc2n[nH]c(C)n2)cc1 | -8.3%
C=CCSc1nnc(CSc2nc3sc4c(c3c(=O)[nH]2)CCCC4)n1-c1ccccc1 | -4.8%
COc1ccc(C(=O)Nc2n[nH]c(-c3ccncc3)n2)cc1 | -2.2%
Cc1ccc2nc(SCC(=O)NCc3cccs3)c(C#N)cc2c1 | -11.2%
COc1ccccc1N(CC(=O)NCC1CCCO1)C(=O)CNS(=O)(=O)c1ccc(C)cc1 (centres undefined) | -11.9%
CC(C)(C)c1csc(NC(=O)c2ccc3nccnc3c2)n1 | -8.2%
O=C(c1ccccc1)N(Cc1ccc2c(c1)OCO2)Cc1nc2ccccc2c(=O)[nH]1 | -18.9%
CC(C)(C)NC(=O)Cn1nnc(-c2ccccc2NC(=O)c2cnccn2)n1 | -0.1%
O=S(=O)(c1cccc(-c2nc3n(n2)Cc2ccccc2-3)c1)N1CCCCC1 | -4.7%
O=C(c1ccco1)[C@@H]1[C@@H]2C(=O)N(c3ccc(F)cc3)C(=O)[C@@H]2C2c3ccccc3C=CN21 (some centres undefined) | -0.3%
CC1=NN(c2ccccc2)C(=O)/C1=C/c1ccc(-c2ccc(C(=O)O)cc2)o1 | -5.5%
CCOc1ccc2c(C)c(Cl)c(=O)oc2c1 | -9.9%&-7.4%
O=C1NC(=S)S/C1=C1\Sc2ccccc2N1CCCS(=O)(=O)O | 6.5%
N=c1c2c(-c3ccccc3)c(-c3ccccc3)n(Cc3ccco3)c2ncn1CCN1CCOCC1 | -23.7%
Cc1cccc(NC(=S)NC(=O)CCc2ccccc2)c1 | -9.5%
Cc1[nH]c2ccc(Br)cc2c(=O)c1CN1CCOCC1 | -11.4%
O=C(NCC1CCCO1)C(=O)Nc1nccs1 (centres undefined) | -0.7%
Cn1cnc([N+](=O)[O-])c1Nc1cccc(O)c1 | -0.3%
Cc1ccc(-c2nn3c(C)nnc3s2)cc1NC(=O)c1ccc(Br)o1 | 3.4%
O=C(NNC(=O)C1COc2ccccc2O1)c1ccccc1 (centres undefined) | -5.2%
CCC(CC)C(=O)Nc1ccc(Sc2ccc([N+](=O)[O-])cc2)cc1 | 4.7%
COc1ccc(-c2csc(NC(=O)C3CCCO3)n2)cc1 (centres undefined) | 5.8%
CCOc1ccc(OCC)c(C2C3CCCCC=C3C(C#N)=C(N)C2(C#N)C#N)c1 (centres undefined) | -5.2%
COc1ccc(CNc2cc([N+](=O)[O-])ccc2OC)cc1 | 3.1%
COc1ccc(NC2=NCCC(=O)N2Cc2cccs2)cc1 | -8.8%
CCOc1ccc(CN(C(=O)c2oc3ccccc3c2C)C2CCS(=O)(=O)C2)cc1 (centres undefined) | -13.7%
CC(=O)Nc1ccc(S(=O)(=O)N(C)c2ccc(O)cc2)cc1 | 16.4%
COC(=O)CSc1nc2cc(Cl)ccc2c(=O)n1C1CCCC1 | -6.8%
O=C(Nc1ccncc1)c1ccc2c(c1)OCCO2 | -16.1%&-8.4%
CCOC(=O)CNC(=O)CNC(=O)c1ccc(OCC(C)C)cc1 | -0.7%
CCc1ccc(-n2c(SCC(=O)Nc3cc(C)[nH]n3)nc3[nH]ncc3c2=O)cc1 | -9.5%
COCCN1C(=O)/C(=C\c2ccc(N(C)C)cc2)C(C(=O)OC)=C1C | -5.4%
COCc1cc(C)nc(N2CCN(Cc3ccccc3)CC2)c1C#N | 4.4%
CN(C)c1ccc(/C=C/c2cc[n+]([O-])cc2)cc1 | 5.1%
CCCCN(C(=O)NC(=O)Nc1ccccc1C)S(C)(=O)=O | -10.3%
COc1ccc(CNC(=O)C(c2ccncc2)N(C(=O)Cc2cccs2)c2cccc(C)c2)cc1 (centres undefined) | -22.1%
COc1ccc(N(CC(=O)Nc2ccc3c(c2)OCO3)S(=O)(=O)c2ccccc2)c(OC)c1 | 4.1%
COc1ccccc1NC(=O)Nc1ncccc1C | 7.1%
FC(F)(F)c1ccc(/C=N/N2CCN(Cc3ccc(Cl)cc3)CC2)cc1 | -5.1%
N/C(CN1CCCC1=O)=N\O | 8.2%
CCN(CC)C(=O)CN(c1ccc(C)cc1)S(=O)(=O)c1ccc(SC)cc1 | -2.2%
CCc1sc(C(=O)Nc2ccsc2C(=O)OC)cc1Br | 21.4%
CCOC(=O)CNc1nc(C#N)nc(N2CCOCC2)n1 | -2.4%
O=C(Cc1ccccc1)N/N=C/c1ccccc1OCc1ccc(Cl)cc1 | 1.9%
O=c1cccc(-c2ccc(Br)cc2)o1 | 2.4%
O=C(CSC1=NCCN1)NC12CC3CC(CC(C3)C1)C2 | -8.3%
COc1ccc(OCC(=O)Nc2cc(-c3nn(C)c(=O)c4ccccc34)ccc2OC)cc1 | -10.9%
CCOC(=O)c1sc2ncnc(NCC(c3cccs3)N(C)C)c2c1C (centres undefined) | 9.2%
O=S1(=O)N=CN(Cc2cccc(F)c2)c2ccccc21 | -4.9%
COc1ccccc1C(=O)O/N=C(/C)c1ccc(N2C(=O)C3CCCCC3C2=O)cc1 (centres undefined) | -1.7%
Cc1occc1C(=O)NNC(=O)Cc1ccccc1 | -18.4%
C/C=C/C(=O)OCC(=O)Nc1nc2ccc(C)cc2s1 | 2.0%
CC(=O)c1ccc(OC(=O)C(CCS(C)(=O)=O)N2C(=O)c3ccccc3C2=O)cc1 (centres undefined) | 2.9%
COc1ccc(OC)c(C(=O)CN2C(=O)NC(C)(c3ccccc3)C2=O)c1 (centres undefined) | -2.9%
O=C(NC(=S)NC1CC1)c1cccnc1 | 2.6%
O=C(O)c1cc2cc(OCc3ccccc3)c(OCc3ccccc3)cc2o1 | -2.7%
O=c1[nH]c(CN2CCN(c3ccccc3Cl)CC2)nc2ccsc12 | -9.6%
Cc1ccccc1NC(=O)CN1C(=O)S/C(=C\c2cccn2-c2cccc(C(=O)O)c2)C1=O | 6.5%

Remaining list, next part
smiles | EphA4 KYL inhibition
COC(=O)C1=C(C)NC(=O)/C1=C\c1ccco1 | -13.5%
CCCCC(=O)Nc1cc2nn(-c3ccc(OC)cc3)nc2cc1C | 0.1%
COc1ccc(NC(=O)c2ccc(CN(c3cc(Cl)ccc3C)S(=O)(=O)c3ccccc3)cc2)c(OC)c1 | -19.1%
O=C(CCC(=O)OCC(=O)c1ccc(Cl)cc1)NC1CCCCC1 | 0.5%
Cc1cccc(NC(=O)c2cc(NC(=O)c3ccccc3)ccc2N2CCCCC2)c1 | 3.1%
FC(F)(F)c1cccc(N2CCN(c3ccc4nnc(-c5ccccc5)n4n3)CC2)c1 | -1.2%
O=C(COC(=O)c1cccnc1)c1ccc(Cl)cc1 | 15.9%
COc1cc2cc(CN(CCCO)S(=O)(=O)c3ccccc3Cl)c(=O)[nH]c2cc1OC | -5.1%
C=CCNC(=O)/C(=C/c1ccc(C(C)C)cc1)NC(=O)c1ccccc1 | 8.9%
O=c1cc(-c2ccccc2)nc(SCc2ccc(Cl)cc2)[nH]1 | -4.7%
O=C(NC1CCCCC1)C1CCCN1S(=O)(=O)c1cccc2nsnc12 (centres undefined) | 1.8%
COc1ccc(/C=N/n2cnnc2)cc1Br | 9.6%
O=C(O)c1ccc(NS(=O)(=O)c2cccc3nsnc23)cc1 | -8.8%
COC(=O)CN(Cc1ccccc1)S(=O)(=O)c1ccc(OC)c(OC)c1 | -4.2%
CCOc1ccc(NC(=O)CCN2CCN(S(=O)(=O)c3ccc(Cl)cc3)CC2)cc1 | -9.4%

(listing goes on)
SMILES,EphA4 KYL inhibition
CCOC(=O)N1CCN(S(=O)(=O)c2ccc3[nH]cc(C(=O)O)c(=O)c3c2)CC1,-17.8%
Cc1ccc(C(=O)O)cc1N1C(=O)c2cccc3cc(Br)cc(c23)C1=O,8.7%
Cc1ccc2nc(-c3cccnc3)oc2c1,-4.5%
Cc1csc(-c2coc3cc(O)cc(C)c3c2=O)n1,4.5%
COc1ccc(C(=O)NCC(=O)N2CCC(C)CC2)cc1OC,8.2%
COc1ccc(CN2CCN(CC3CC4C=CC3C4)CC2)cc1Br (centres undefined),14.0%
Cc1cc([N+](=O)[O-])ccc1NC(=S)NC(=O)c1ccco1,-6.0%
Cc1cc(C(=O)Nc2ccccc2N2CCOCC2)c2ccccc2n1,0.7%
CCOc1cc(OCC)cc(C(=O)Nc2ccc(Cl)cc2Cl)c1,-12.3%
CCCCN(C(=O)Cn1nnc2ccccc21)C(C(=O)NCc1ccco1)c1ccncc1 (centres undefined),9.4%

Some of the entries so far, with the structure last.
EphA4 KYL inhibition | Compound
-0.7% | O=C(NCC1CCCO1)C(=O)Nc1nccs1 (centres undefined)
-0.3% | Cn1cnc([N+](=O)[O-])c1Nc1cccc(O)c1

Next compounds
SMILES,EphA4 KYL inhibition
C=CCc1c(C)nc2cc(-c3cccc(F)c3)[nH]n2c1=O,-5.5%
COc1ccc(OCC(O)CN2C(=O)c3ccccc3S2(=O)=O)cc1 (centres undefined),6.8%
O=C1NC2(C=Cc3c(ccc4ccccc34)O2)Oc2ccccc21 (centres undefined),-9.3%
Cc1cc(C)c(S(=O)(=O)N2CCN(c3ccc([N+](=O)[O-])c(NCc4ccco4)c3)CC2)c(C)c1,-4.1%
O=C(c1cccnc1)N1CCc2ccccc2C1,0.3%
CCOc1cc(C(=O)OCC(=O)c2c[nH]c3ccccc23)ccc1OCC(=O)N1CCOCC1,-7.8%
CCOC(=O)c1cnc(SCC(=O)c2ccccc2)nc1N,-2.1%
CN(CC(=O)Nc1ccncc1)S(=O)(=O)c1ccc(Cl)cc1,-2.8%
CCOc1cccc(/C(O)=C2/C(=O)C(=O)N(Cc3ccco3)C2c2ccncc2)c1 (centres undefined),-0.8%
N#Cc1ccccc1Sc1ccccc1C(=O)N1CCOCC1,0.1%
O=C(NCCCn1ccnc1)c1noc2c1CCc1ccccc1-2,-6.7%
CCOC(=O)C(C(=O)NCc1ccc(C)cc1)c1ncc(C(F)(F)F)cc1Cl (centres undefined),-8.9%
CCOC(=O)CSc1nnc(CNC(=O)c2cccs2)n1Cc1ccccc1,1.7%
O=c1nc2ccccc2c2n1CC(CN1CCN(c3ccccc3F)CC1)N2 (centres undefined),-1.7%
c1cc(CNCCCN2CCOCC2)ccn1,1.3%
O=C(Nc1ccc2oc(-c3ccc(Cl)c(Cl)c3)nc2c1)c1ncn[nH]1,0.9%
CCOc1ccc(-n2c(N)c(C(=O)NCc3cccnc3)sc2=S)cc1,4.6%
N/C(Cc1ccc([N+](=O)[O-])cc1)=N\OC(=O)C(c1ccccc1)c1ccccc1,-8.4%
Cc1cccc(/C=N/N2CCN(Cc3ccc(Cl)cc3)CC2)c1,-2.6%
COC(=O)c1c(NC(=O)c2cncc(Br)c2)sc2c1CCC2,0.8%
Cc1ccc(S(=O)(=O)N2CC(=NO)C2)cc1,-24.2%
C/C(=N/NC(=O)c1ccc(C)s1)c1cccc(NC(=O)COc2ccc(Cl)cc2C)c1,-14.3%
Fc1cc2nc(-c3ccncc3)[nH]c2cc1F,-8.6%
Cc1ccc(-c2nc3ccccc3s2)cc1NC(=S)NC(=O)c1ccco1,7.7%
C/C(=N\NC(=O)C(C)Oc1ccc([N+](=O)[O-])cc1)c1ccccn1 (centres undefined),-1.7%
O=[N+]([O-])c1ccccc1OCCCN1CCOCC1,-7.5%
Cc1ccc(N2C(=O)CC(Sc3ncn[nH]3)C2=O)cc1 (centres undefined),-11.8%
CN1CC(=O)N(CC(=O)Nc2ccc(F)cc2)c2ccccc2C1=O,-6.0%
Cc1cc(C)n(-c2nc(Nc3ccccc3C(F)(F)F)nc(-n3nc(C)cc3C)n2)n1,3.0%
O=C(Cn1ccsc1=NC(=O)c1ccco1)c1ccccc1,-17.0%
Cn1c(CCNC(=O)c2ccccc2Cl)n[nH]c1=S,-3.3%
CCOC(=O)Cn1nnnc1C(CC)N(Cc1cccs1)Cc1cc2ccc(OC)cc2[nH]c1=O (centres undefined),14.3%
CCCc1nnc(NC(=O)c2cccc(OCC)c2)s1,-11.5%
CN(C)CCNC(=O)/C(=N\O)c1ccccn1,-3.9%
O=C(Nc1ccccc1C(F)(F)F)N1CCC(N2CCCCC2)CC1,-10.7%
CC(C)OCCCN1CN(S(=O)(=O)c2ccc(Cl)cc2)c2nc3ccccc3nc21,-9.7%
CCc1noc(C)c1C(=O)N1CC(C)OC(C)C1 (centres undefined),-16.9%
COc1ccc(CC(=O)n2nc(-c3ccc(Cl)cc3)nc2NCc2ccco2)cc1,-10.2%
COc1ccccc1N1CCN(/N=C(\C)c2ccncc2)CC1,-3.5%
CC(=O)c1cccc(NC(=O)Cn2cc3c(n2)CCCC3)c1,-10.9%
COC(=O)c1ccc(OCC(O)Cn2nnc3ccccc32)cc1 (centres undefined),-6.0%
O=C(c1ccc(OCc2ccccc2)cc1)N1CCN(c2ccc([N+](=O)[O-])cc2)CC1,-3.8%
CCOC(=O)/C(=N\NC(=O)c1ccccc1)c1ccccc1,17.3%
Cc1ccc(S(=O)(=O)NC(=O)N2CCc3ccccc32)cc1,17.3%
Cc1cccc(N(CC(=O)NC2CCCC2)C(=O)CCCC(=O)Nc2ccccn2)c1,4.4%
CCCCOP(=O)(OCCCC)C(Nc1ccccc1)c1ccc(OC)cc1 (centres undefined),-1.9%

Three compounds picked at random from those above, as already listed:
SMILES,EphA4 KYL inhibition
COC(=O)c1ccc(OCC(O)Cn2nnc3ccccc32)cc1 (centres undefined),-6.0%
CCc1ccc(C(=O)CSc2n[nH]c(C)n2)cc1,-8.3%
COc1ccc(/C=N/n2cnnc2)cc1Br,9.6%

Sorted by heavy-atom count (low to high): 4 of the compounds above.
SMILES,EphA4 KYL inhibition
CC(=O)c1cccc(NC(=O)Cn2cc3c(n2)CCCC3)c1,-10.9%
COC(=O)c1ccc(OCC(O)Cn2nnc3ccccc32)cc1 (centres undefined),-6.0%
CCCCOP(=O)(OCCCC)C(Nc1ccccc1)c1ccc(OC)cc1 (centres undefined),-1.9%
Cc1cccc(N(CC(=O)NC2CCCC2)C(=O)CCCC(=O)Nc2ccccn2)c1,4.4%

An excerpt; count on the stated rates, not on these rows.
